Screens from PubChem BioAssay.
MEP2-GFP yeast: yeast TOR pathway MEP2-GFP modulation. S. cerevisiae MEP2-GFP strain, flow cytometry GFP, 3 h; 100% = DMSO control level. GFP response vs DMSO, % at 10 µM. hit rate 0.51% among 330,000. AID 2016;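 active = GFP response versus DMSO above a set limit, roughly screen mean plus 3 SD, cut at about 180% in these data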;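 also: median GFP fluorescence of the barcode-gated MEP2-GFP cells per well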
proCasp7 act: counter-screen: procaspase-7 (human) activation; recombinant procaspase-7, Ac-DEVD-pNA absorbance 405 nm; D23A/D198A/D206A triple mutant, cannot self-cleave; scale: DMSO 0, 5 µM enzyme 100; hit rate 0.093% among 330,000; activation, % at 8.5 µM; P55210; AID 463210;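 active = percent activation above the screen-wide mean plus 3 SD, cut at about 25% in these data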
Target sequence (P55210 whole entry D23A/D198A/D206A): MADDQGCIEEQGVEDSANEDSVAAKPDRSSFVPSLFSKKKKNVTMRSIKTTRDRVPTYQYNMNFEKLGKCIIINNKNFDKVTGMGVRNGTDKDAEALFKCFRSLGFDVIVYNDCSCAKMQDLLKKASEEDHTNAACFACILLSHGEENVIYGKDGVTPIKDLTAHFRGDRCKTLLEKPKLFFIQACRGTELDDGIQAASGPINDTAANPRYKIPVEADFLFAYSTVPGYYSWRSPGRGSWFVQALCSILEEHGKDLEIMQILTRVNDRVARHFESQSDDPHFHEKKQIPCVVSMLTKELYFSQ
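Replicates: singlicate. Assay system: Procaspase-7 triple mutant (PC-7 D3A). Signal: 405 nm absorbance of p-nitroaniline. Times: 1 h preincubation, 2 h reaction. Buffer or medium: Zinc-free HEPES pH 7.4 with 300 mM NaCl, 0.01% Triton X-100. Also added: DEVD-pNA substrate. Benchmarks: DMSO wells as 0%, DMSO with 5 µM added PC-7 as 100%.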
LAP4 TOR yeast: yeast TOR pathway LAP4-GFP modulation; S. cerevisiae LAP4-GFP multiplex, flow cytometry GFP, 3 h; median GFP as percent of DMSO wells; GFP response vs DMSO, % at 10 µM; hit rate 0.34% among 320,000; AID 2023;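 active = GFP response vs DMSO above a set limit, about the screen mean plus 3 SD, cut at about 150% in these data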
RPL19A TOR yeast: modulators of TOR pathway RPL19A-GFP in S. cerevisiae; S. cerevisiae RPL19A-GFP strain, flow cytometry, 3 h; hits give low values; hit rate 0.3% among 330,000; percent response vs DMSO, % at 10 µM;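 active = percent response vs DMSO below 50%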;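 also: median channel GFP fluorescence of the barcoded RPL19A-GFP strain; ratio of sample median GFP to plate DMSO average so 100% = DMSO; lower means less RPL19A-GFP as with rapamycin TOR inhibition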
proCasp3 act: procaspase-3 (human) activation; recombinant procaspase-3 D3A, Ac-DEVD-pNA absorbance 405 nm; activation, % at 8.5 µM; hit rate 0.11% among 330,000; AID 463141;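 active = activation above the mean of all tested compounds plus 3 SD, cut at about 21% in these data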;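 also: 0% = DMSO alone and 100% = DMSO wells spiked with extra 5 µM PC-3 D3A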
Target sequence (P42574 whole entry D9A/D28A/D175A): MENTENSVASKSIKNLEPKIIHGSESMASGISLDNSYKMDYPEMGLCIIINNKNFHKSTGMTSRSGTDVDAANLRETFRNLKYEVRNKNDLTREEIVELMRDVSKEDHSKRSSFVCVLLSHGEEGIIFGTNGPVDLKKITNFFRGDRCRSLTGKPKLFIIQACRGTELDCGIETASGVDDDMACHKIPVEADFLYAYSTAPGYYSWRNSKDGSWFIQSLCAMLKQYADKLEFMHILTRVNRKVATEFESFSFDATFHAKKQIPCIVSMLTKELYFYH
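Compound: 8.5 µM single point, 0.8% DMSO / Material: Autoprocessing-dead procaspase-3 D3A mutant enzyme / Timing: 1 h preincubation plus 2 h reaction at 25 °C / Medium: Zinc-free HEPES/NaCl buffer with 0.01% Triton X-100 at pH 7.4 / Technique: 405 nm absorbance of p-nitroaniline, reads at 0 and 120 min / Repeats: one well per compound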
AHR activator: activates the human aryl hydrocarbon receptor; P35869; AHR-responsive luciferase reporter cells, luminescence; activation, % at 5 µM; hit rate 2.5% among 320,000; in the data active = activation above about 47%;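 also: 0% = vehicle wells and 100% = reference agonist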
CR mimetic SO: yeast age-related superoxide inhibition as caloric restriction mimetic. S. cerevisiae aged cells, superoxide DHE fluorescence; hits give low values. superoxide response (% of plate mean), % at 10 µM. hit rate 0.18% among 330,000;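 active = superoxide response under a set limit, about three screen SD below normal, cut at about 65% in these data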;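 also: yeast aged for seven days with compound at 30 °C before DHE staining; 100% = average MFI of all compound-treated wells on the plate with controls excluded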
JMJD2C inh: inhibitors of human GASC-1 (JMJD2C) demethylase | AID 2099 | hit rate 0.069% among 330,000 | inhibition, % at 2.35 µM | Q9H3R0 | GST-JMJD2C(1-420) H3K9me3 demethylation, DELFIA europium;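 active = more than half of a compound's replicate wells show inhibition beyond 50%, single wells judged on their own value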;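 also: signal counts dimethyl H3K9 product captured on neutravidin plate; 0% = median of DMSO wells and 100% = 0.3 times that DMSO median; strong numbers were not always called active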
Target sequence (Q9H3R0 1-420 limits assumed): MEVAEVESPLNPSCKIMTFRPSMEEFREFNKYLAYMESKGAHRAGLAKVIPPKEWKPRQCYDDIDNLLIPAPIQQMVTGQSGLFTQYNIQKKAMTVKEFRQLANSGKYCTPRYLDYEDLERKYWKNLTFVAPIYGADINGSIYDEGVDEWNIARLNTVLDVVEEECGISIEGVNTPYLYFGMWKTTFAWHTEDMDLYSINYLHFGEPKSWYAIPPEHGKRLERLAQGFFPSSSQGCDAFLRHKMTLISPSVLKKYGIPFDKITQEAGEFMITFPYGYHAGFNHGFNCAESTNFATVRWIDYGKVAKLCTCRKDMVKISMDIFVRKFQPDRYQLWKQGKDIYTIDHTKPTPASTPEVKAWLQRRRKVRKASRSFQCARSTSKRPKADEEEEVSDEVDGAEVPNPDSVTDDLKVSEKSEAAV
Numbers without * were called inactive; nt = not tested or not shown; & = joins results of further samples; [ ] = dose if it differs, or a comment.

SMILES	LAP4 TOR yeast	CR mimetic SO	proCasp7 act	JMJD2C inh	proCasp3 act	AHR activator	MEP2-GFP yeast	RPL19A TOR yeast
c1ccc(Cn2c(CN3CCCC3)nc3ccccc32)cc1	102.0	105.6	-5.3	5.2	-8.6	-0.3	104.8	98.0
COc1cccc(C(C(=O)NCC2CCCO2)N(C(=O)Cn2nnc3ccccc32)c2ccc(NC(C)=O)cc2)c1OC (stereo not drawn)	92.5	104.1	1.2	-3.5	5.8	-0.3	104.0	100.7
CC(OC(=O)c1cccc(-n2cnnn2)c1)C(=O)NC1(C#N)CCCCC1 (stereo not drawn)	97.1	95.1	0.6	3.5	5.1	-0.9	97.2	93.7
COc1ccccc1NC(=O)NCCc1ccccc1	70.8	82.3	nt	-1.0	nt	nt	101.0	106.5
CCN(CC)S(=O)(=O)c1ccc2[nH]c(=O)cc(C(=O)NCc3ccccc3)c2c1	83.9	98.9	-0.1	5.7	8.0	-2.8	105.5	97.9
O=c1cc(N2CCCCC2)c(-c2ccccc2)nn1Cc1cccc(Cl)c1	102.8	121.2	10.9	2.5	-1.7	0.5	100.5	102.1
O=[N+]([O-])c1ncn(Cc2ccccc2Cl)n1	92.5	92.9	10.4	4.7	6.3	0.8	83.2	84.6
COc1ccc(C2Nc3ccccc3C(=O)N2Cc2ccco2)cc1COc1ccc([N+](=O)[O-])cc1 (stereo not drawn)	100.8	94.1	3.4	3.2	-0.4	0.3	96.2	102.2
CCCCC(CC(O)COCC(C)C)C(=O)NN (stereo not drawn)	104.1	98.6	8.2	-3.2	0.7	2.8	102.7	102.8
Cc1ccc(C2C(C#N)=C(N)Oc3cc4c(cc32)OCO4)cc1 (stereo not drawn)	95.2	103.6	2.5	-2.5	-7.1	16.2	98.9	99.3
O=C(NCc1ccc(F)cc1)C(=O)NCC1OCCN1C(=O)c1cccs1 (stereo not drawn)	89.5	90.9	-4.4	-11.4	1.7	-1.2	115.6	96.8
O=C1NC2(CCCC2)N=C1c1ccc(Cl)cc1	109.7	119.1	17.8	11.3	5.9	1.4	101.7	96.0

The final 2 entries of the part above come first, to join the parts:
SMILES	LAP4 TOR yeast	CR mimetic SO	proCasp7 act	JMJD2C inh	proCasp3 act	AHR activator	MEP2-GFP yeast	RPL19A TOR yeast
O=C(NCc1ccc(F)cc1)C(=O)NCC1OCCN1C(=O)c1cccs1 (stereo not drawn)	89.5	90.9	-4.4	-11.4	1.7	-1.2	115.6	96.8
O=C1NC2(CCCC2)N=C1c1ccc(Cl)cc1	109.7	119.1	17.8	11.3	5.9	1.4	101.7	96.0
CN1C(=O)S/C(=C/c2cccnc2)C1=O	100.3	95.8	-1.9	5.6	-17.1	-0.2	104.3	103.1
COc1ccc(-n2c(Cc3cccn3C)nnc2SCC(=O)Nc2ccc(C)cc2)cc1	106.2	90.2	-3.9	1.2	-1.4	2.2	113.7	97.7
COc1nc(-c2ccc3c(c2)OCO3)n(-c2ccc(NC(=O)CSc3ccccc3)cc2)n1	109.3	99.8	-5.0	9.8	7.2	3.1	92.5	95.2
CCC(C)(NC(=O)c1cccc(N2C(=O)CSC2c2ccccc2)c1)C(=O)Nc1ccccc1C (stereo not drawn)	103.9	93.6	0.1	-25.9	3.9	-0.6	102.5	107.1
Cc1cccc(N2CC(C(=O)Nc3ccccc3N3CCOCC3)CC2=O)c1C (stereo not drawn)	99.1	128.7	0.6	-19.1	9.3	-0.3	102.6	99.0
CC(C)(C)OC(=O)N1Cc2ccccc2C[C@H]1C(=O)NCC(=O)Nc1ccc2c(c1)OCCO2	93.4	109.6	-6.2	-7.1	14.0	5.3	105.4	102.4
Cc1ccc(NC(=O)C(C)N2C(=O)c3ccccc3C2=O)cc1 (stereo not drawn)	84.4	90.7	16.7	-0.3	-6.2	-0.5	97.5	96.1
CCOC(=O)c1cnc(-n2nc(C)cc2C)nc1NCCO	84.6	107.2	8.8	-0.5	-2.8	0.6	92.5	100.1
CCN(CC(=O)Nc1ccc(NC(C)=O)cc1)C(=O)c1ccc2c(c1)OCO2	102.3	95.1	-6.4	7.5	8.5	-1.7	100.7	101.8
COc1ccc(-c2cc(C(F)(F)F)c(C#N)c(=O)[nH]2)cc1	110.6	104.9	-9.0	2.8	-11.2	6.5	105.8	101.4
N#Cc1c(N)n(-c2ccc(C(=O)O)cc2)c2nc3ccccc3nc12	71.3[may fluoresce violet]	93.2	-5.6	-0.5	-5.3	0.1	209.3*[may fluoresce violet]	58.4[may fluoresce violet]
COc1ccc(CCNC(=O)CCCn2c(SCC(N)=O)nc3cc4c(cc3c2=O)OCO4)cc1OC	98.5	94.2	2.2	0.4	8.5	-0.9	109.7	104.4
CC(C)[C@H](NC(=O)Nc1ccc(S(N)(=O)=O)cc1)C(=O)O	102.6	104.0	0.3	-24.2	-2.2	-2.0	102.7	99.6
COc1ccccc1NC(=O)C12CC3CC(C1)CC(c1ccc(C)cc1)(C3)C2	109.2	97.9	7.4	1.0	-11.9	-0.3	107.5	102.2
COC(=O)c1ccc(CNC(=O)Cn2cnc3c(SC)nc(N)nc32)cc1	80.7	117.8	3.7	22.5	2.0	-0.1	81.0	87.5
Cc1noc(C)c1C(=O)Nc1ccc(N(C)C)cc1	85.2	111.4	-6.8	2.4	3.9	13.8	98.6	93.6
COc1ccc(O[C@H]2C=C[C@@H](c3ccccc3)O[C@@H]2COC(=O)CC/C(C)=N/OC[C@@H](O)COCc2ccco2)cc1	nt	nt	-1.8	1.8	-2.1	-0.6	nt	nt
COc1ccc(NC(=O)N[C@@H](Cc2ccccc2)C(=O)NN)cc1	100.3	91.7	-1.1	-21.2	-5.1	3.9	94.9	95.5
NC(=O)CSc1nc2ccccc2c(=O)n1-c1ccccc1	94.7	100.0	3.5	-1.9	-0.5	2.1	104.5	104.1
CC1CN(CC(O)COc2ccccc2C(C)(C)C)CC(C)O1 (stereo not drawn)	94.6	86.1	-2.5	4.4	-1.5	-0.5	100.4	97.1
CCC(=O)c1ccc(OCC(=O)OC(C)C(=O)NCc2ccc3c(c2)OCO3)cc1 (stereo not drawn)	108.5	108.6	7.2	6.8	15.2	-1.9	93.7	93.0
CCC1Oc2ccc(C)cc2N(CC(=O)NC2CCCCC2)C1=O (stereo not drawn)	99.0	103.7	-5.1	0.0	7.9	-2.5	96.6	96.0
NC(=NCCc1c[nH]c2ccccc12)NS(=O)(=O)c1ccc(F)cc1	85.8	110.5	-1.7	-3.6	4.3	11.1	96.9	99.3
O=C(COC(=O)C1(c2ccc(F)cc2)CCCC1)N1CCN(C(=O)c2ccco2)CC1	95.5	109.3	1.4	-3.4	5.5	-2.9	95.7	93.9
COc1cc(Cc2nccc3cc(OC)c(OC)cc23)c(S(=O)(=O)O)cc1OC	106.9	99.0	11.6	3.3	5.5	-0.5	120.5	105.7
Cc1ccc(S(=O)(=O)NCc2ccc(C(=O)NCCc3ccc(S(N)(=O)=O)cc3)cc2)cc1	87.2	100.4	-4.1	-4.3	0.1	13.3	115.2	104.2
COc1ccc(NC(=O)Nc2nnc(N3CCCCC3C)s2)cc1OC (stereo not drawn)	100.3	102.5	-9.4	5.9	-3.0	39.0	99.8	101.8
Cc1ccccc1Nc1c(-c2ccccc2)nc2ncccn12	98.1	104.8	2.7	0.1	1.0	-3.5	101.2	101.8
CCOc1ccc(OCc2ccc(C(=O)N(CC)CC)cc2)cc1	101.2	94.2	13.8	-12.1	6.3	13.4	109.1	104.7
COC(=O)c1[nH]c2ccc(C)cc2c1NC(=O)CN1CCN(C(=O)c2ccccc2)CC1	100.5	102.2	-3.3	-12.3&19.1	-2.9	45.7	102.0	97.6
O=C(CNC(=O)C(c1ccccc1)c1ccccc1)OCC(=O)c1cccs1	94.0	113.3	7.1	9.1	5.2	-6.2	108.3	98.7
COc1ccc(S(=O)(=O)NC(C)C(=O)Nc2ccccc2C(F)(F)F)cc1 (stereo not drawn)	106.8	87.8	6.2	2.8	2.9	0.6	104.2	nt
O=S(=O)(Nc1nc2ccccc2nc1N1CCc2ccccc2C1)c1ccc(Br)cc1	92.5	86.7	-17.3	2.7	-19.1	23.9	88.4	94.8
O=c1cc(CSc2ccccc2)[nH]c(=S)[nH]1	96.7	125.3	3.5	6.1	-2.0	2.6	110.8	105.2
Cc1cnc(NC(=O)c2cccc(S(=O)(=O)N3CC(C)OC(C)C3)c2)s1 (stereo not drawn)	105.4	102.1	-2.3	9.6	0.8	9.6	102.3	93.1
COc1cccc(NC(=O)CN(C)C(C)C(=O)Nc2cc([N+](=O)[O-])ccc2Cl)c1 (stereo not drawn)	108.3	115.5	-2.1	5.1	-3.5	16.9	101.9	97.2
COc1ccccc1/C=C\C=N\n1c(C2CCCCC2)n[nH]c1=S	97.8	85.8	-9.2	-1.2	-7.9	3.3	94.8	97.8
CC(=O)c1cccc(NC(=O)/C(=C\c2ccco2)NC(=O)c2ccco2)c1	102.7	72.9	-3.7	-2.5	3.9	21.6	106.3	102.9
Cc1ccc(C(=O)N/C(=C/c2ccco2)C(=O)N2CCCCC2)cc1	95.8	94.5	-11.0	-11.8	-2.5	2.5	86.6	96.3
CCc1ccccc1NC(=O)CN(C)C(=O)COc1ccc(C)nc1[N+](=O)[O-]	91.6	94.2	-6.8	17.4	8.2	-0.6	89.4	102.9
COc1cccc(N(CC(=O)NCCSc2ccccn2)S(=O)(=O)c2ccccc2)c1	99.5	83.0	-0.6	-1.6	0.6	2.5	103.6	103.4
COc1ccc(CCN(C)C(=O)CNC(=O)Cc2cccc3ccccc23)cc1OC	98.1	96.7	4.1	1.2	1.9	5.9	99.7	103.0
CCc1ccc(/C=N/NC(=O)c2ccc(OC3CCCC3)cc2)s1	102.7	89.0	0.8	20.8	4.2	-0.9	104.7	101.1
Cc1ccc(S(=O)(=O)c2nc(-c3ccccc3Cl)oc2N2CCN(C)CC2)cc1	91.7	104.2	-3.4	-6.5	1.6	-1.3	100.3	98.3
NC(=O)c1ccccc1NC(=O)COC(=O)C1(c2ccccc2)CC1	107.8	98.9	1.3	-19.4	-13.1	1.7	103.7	96.7
CCN(c1ccccc1)S(=O)(=O)c1ccc(Cl)c(C(=O)NCc2ccco2)c1	99.3	95.7	-0.5	0.7	8.5	-0.2	100.3	99.5
CN1C(=O)CC(C(=O)Nc2ccccc2F)SC1=Nc1ccc2c(c1)OCO2 (stereo not drawn)	99.3	97.7	0.0	16.8	-8.1	1.8	96.8	100.5
Cc1cccc(OC(=O)c2ccc3nccnc3c2)c1	112.6	93.6	9.9	-4.9	1.2	4.1	96.1	98.6
Cc1nc2sc(C(c3ccco3)N3CCN(c4ccccc4F)CC3)c(O)n2n1 (stereo not drawn)	96.9	91.0	0.4	-7.4	8.8	-1.9	102.8	102.5

Compounds as they come; about 3.8% have a hit in one of these screens.
